# High-throughput results as filed in PubChem BioAssay.
# HTR1A agonist: 5-HT1a (human) receptor agonism | activation, % at 10 µM | CHO 5-HT1a Ga15 NFAT-bla reporter, FRET ratio; 0% basal, 100% maximal reference agonist | P08908 | actives 0.56% (n = 65,000) | AID 567;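 active means activation above the screen-wide mean activation plus 3 SD, cut at about 19% in these data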;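 further: 0% = DMSO wells and 100% = 5-CT at EC100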
# M1 ag: M1 muscarinic receptor agonism; B-score at 10 µM; CHO-M1 cells, Fluo-4 calcium fluorescence, agonist mode; stronger effect = higher value; actives 3% (n = 64,000);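 active means fluorescence rise, raw or as B-score row- and column-corrected plate score, outside the 99.7% band of its plate's samples, either direction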
# Autofluor 339: intrinsic fluorescence of library compounds, ex339/em460 – biochemical, MLSMR library, data from DPM-DC assay, artefact control, profiling panel; compound autofluorescence, ex339/em460 nm, NADH buffer; stronger effect = higher value; 1 = no-compound wells, NADH background; fluorescence fold increase at 10 µM; actives 5.5% (n = 65,000); AID 709;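 active means at 10 µM, mean starting fluorescence two-fold or more over control wells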;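 further: signal is the first read of a kinetic run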
# E coli RNAP: Escherichia coli RNA polymerase inhibition | inhibition, %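 (tested at 10 µM)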 | actives 0.2% (n = 62,000) | AID 559 | E. coli RNA polymerase, fluorescence transcription assay | P0A8V2; in the data active means inhibition above about 20%;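 further: 0% = enzyme without compound and 100% = no enzyme blank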
# Target sequence (P0A8V2 whole entry, looked up): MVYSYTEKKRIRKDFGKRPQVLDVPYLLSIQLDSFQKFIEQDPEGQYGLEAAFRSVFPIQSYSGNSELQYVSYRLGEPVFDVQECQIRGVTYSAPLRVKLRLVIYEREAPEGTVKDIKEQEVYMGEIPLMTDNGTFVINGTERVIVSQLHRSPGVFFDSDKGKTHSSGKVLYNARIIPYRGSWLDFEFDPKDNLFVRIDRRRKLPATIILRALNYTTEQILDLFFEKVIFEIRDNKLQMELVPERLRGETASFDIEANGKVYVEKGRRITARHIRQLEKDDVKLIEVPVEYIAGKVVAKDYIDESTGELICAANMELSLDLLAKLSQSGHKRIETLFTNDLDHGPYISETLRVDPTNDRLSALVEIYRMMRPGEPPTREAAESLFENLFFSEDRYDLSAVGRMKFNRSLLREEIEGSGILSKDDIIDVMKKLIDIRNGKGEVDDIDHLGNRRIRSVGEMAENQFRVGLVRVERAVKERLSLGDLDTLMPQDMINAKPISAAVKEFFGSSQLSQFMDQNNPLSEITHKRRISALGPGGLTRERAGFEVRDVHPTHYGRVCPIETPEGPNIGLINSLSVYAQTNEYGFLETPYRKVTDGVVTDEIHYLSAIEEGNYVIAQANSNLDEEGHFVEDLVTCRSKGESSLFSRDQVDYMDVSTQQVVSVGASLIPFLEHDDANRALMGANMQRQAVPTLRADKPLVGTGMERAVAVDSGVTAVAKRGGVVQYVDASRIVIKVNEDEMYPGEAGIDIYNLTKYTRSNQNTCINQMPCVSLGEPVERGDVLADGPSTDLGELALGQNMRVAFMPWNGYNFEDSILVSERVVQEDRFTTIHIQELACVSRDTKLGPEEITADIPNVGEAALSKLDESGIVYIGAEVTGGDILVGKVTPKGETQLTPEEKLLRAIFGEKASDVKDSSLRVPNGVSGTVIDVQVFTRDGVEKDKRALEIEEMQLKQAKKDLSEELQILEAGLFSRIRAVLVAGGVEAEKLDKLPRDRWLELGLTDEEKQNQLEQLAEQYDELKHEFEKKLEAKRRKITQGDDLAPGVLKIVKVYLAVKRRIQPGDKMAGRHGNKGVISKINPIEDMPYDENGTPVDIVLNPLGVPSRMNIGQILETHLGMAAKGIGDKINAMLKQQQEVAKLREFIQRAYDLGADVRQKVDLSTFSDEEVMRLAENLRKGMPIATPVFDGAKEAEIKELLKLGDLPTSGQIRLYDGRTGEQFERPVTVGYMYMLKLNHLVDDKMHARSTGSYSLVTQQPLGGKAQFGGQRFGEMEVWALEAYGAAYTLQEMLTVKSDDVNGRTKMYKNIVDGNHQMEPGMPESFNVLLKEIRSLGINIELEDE
# D1 mod: D1 dopamine receptor (human) allosteric modulation; P21728; HEK293 D1, CRE-luciferase, dopamine EC30 potentiation; actives deviate in either direction; B-score at 10 µM; actives 5.9% (n = 58,000); AID 641;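 active means luminescence count or its row- and column-corrected plate score outside the 99.7% band of the plate's sample wells, on either side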
# HER2 expr 66K: Her2 kinase expression inhibition. P04626. SKBR-3 HER2 protein level, AlphaScreen, 18-24 h; stronger effect = lower value. HER2 level % of control, % at 10 µM. actives 0.69% (n = 65,000). AID 645;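 active means HER2 level under 5% of the carrier-only control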;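 further: 100% = DMSO carrier and 0% = 500 nM PU-H71 HSP90 inhibitor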
# Hsp90 inh: displaces geldanamycin probe from tumor Hsp90 | NCI-N417 lysate Hsp90, Cy3B-geldanamycin FP displacement | actives 0.35% (n = 64,000) | inhibition, % at 30 µM | AID 429 | P07900;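 active means inhibition above 50%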;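 further: 0% = tracer plus lysate wells and 100% = tracer alone without lysate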
# NADH enzymes: inhibitors of enzymes used to reach an NAD/NADH endpoint. coupled PK/LDH NADH assays, four targets. actives 0.02% (n = 65,000). IC50, µM (titrated, usually from 10 µM), for inactives: at the top dose inhibition;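 active means single-dose screening hits from any of four coupled enzyme assays that gave an IC50 when retested across doses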;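 further: the DPM-DC format reads NADH fluorescence rather than 340 nm absorbance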
# M1 antag: blocks the rat M1 muscarinic receptor response to acetylcholine; P08482; CHO-M1 cells, Fluo-4 calcium, ACh EC80 antagonist mode; stronger effect = lower value; B-score at 10 µM; actives 3.4% (n = 64,000); AID 628;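 active means calcium fluorescence response, raw or row-and-column corrected B-score, differing from the plate sample mean either way at a set confidence level, mostly lower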
# Starred values were filed as active, the others as inactive; . = not tested or not shown; [ ] = another dose, or the depositor's remark. Rows are unselected. Share with any hit: about 16%.
entry	smiles	HTR1A agonist	M1 ag	Autofluor 339	E coli RNAP	D1 mod
1	O=C1CCCC2=C1C1(CCCC1)N=C(Nc1nc3ccccc3s1)N2	-0.5	-0.0415	2.01*	-2.4	-0.946
2	Cc1c(N=CC=Nc2c(C)n(C)n(-c3ccccc3)c2=O)c(=O)n(-c2ccccc2)n1C	0.1	.	1.07	.	-0.628
3	O=C(CCCN1C(=O)c2ccccc2C1=O)Oc1ccc(F)cc1	-1.1	0.00814	1.07	0.8	0.828
4	COc1ccc(C2C(C#N)=C(/N=C/N3CCN(C)CC3)OC3=C2C(=O)CC(C)(C)C3)cc1OC (centres undefined)	1.4	-0.746	1.03	2.7	0.199
5	COC(=O)C1(CCSC)NC(c2ccccc2OC)C2C(=O)N(C)C(=O)C21 (centres undefined)	-0.3	-0.0631	1.05	6.5	-0.964
6	CCn1c(SCC(N)=O)nc2c1c(=O)n(C)c(=O)n2C	-0.1	0.742	1.06	5.8	-0.115
7	COc1ccc(-n2c3c(cc(C(=O)N4CCC(C)CC4)c2=O)C(=O)CC(C)(C)C3)cc1	-1.3	1.28	1.12	5.7	0.507
8	CC(C)NC(=O)c1cnc(N2CCN(c3ccccn3)CC2)c2ccccc12	-1.4	5.84*	1.21	5.8	-0.724
9	O=C(NCCO)c1c(O)c2cccc3c2n(c1=O)CC3	-0.3	0.564	1.54	5.0	0.0436
10	O=C1CCCc2sc3c(c2N1)CCCCC3	0.6	-0.311	1.05	10.4	0.00361

entry	HER2 expr 66K	Hsp90 inh	NADH enzymes	M1 antag
1	167.9	2.9	6.0%	-1.19
2	118.9	-3.3	2.0%	.
3	78.1	-5.1	1.0%	0.234
4	96.1	-5.1	2.0%	0.0015
5	89.8	-2.4	5.0%	0.0258
6	107.7	-1.4	3.0%	0.2
7	.	-0.7	1.0%	-0.164
8	63.7	-0.3	6.0%	0.0946
9	120.2	0.8	8.0%	-1.19
10	115.9	-2.4	6.0%	0.363

# 3 entries from above, reformatted.
# Every second line gives: HTR1A agonist, M1 ag, Autofluor 339, E coli RNAP, D1 mod, HER2 expr 66K, Hsp90 inh, NADH enzymes, M1 antag
1: O=C1CCCC2=C1C1(CCCC1)N=C(Nc1nc3ccccc3s1)N2
    -0.5, -0.0415, 2.01*, -2.4, -0.946, 167.9, 2.9, 6.0%, -1.19
2: Cc1c(N=CC=Nc2c(C)n(C)n(-c3ccccc3)c2=O)c(=O)n(-c2ccccc2)n1C
    0.1, ., 1.07, ., -0.628, 118.9, -3.3, 2.0%, .
7: COc1ccc(-n2c3c(cc(C(=O)N4CCC(C)CC4)c2=O)C(=O)CC(C)(C)C3)cc1
    -1.3, 1.28, 1.12, 5.7, 0.507, ., -0.7, 1.0%, -0.164

# Additional results follow:
entry	smiles	HTR1A agonist	M1 ag	Autofluor 339	E coli RNAP	D1 mod
11	CCOC(=O)c1[nH]cnc1C(=O)O	0.7	-1.43	1.11	10.1	0.214
12	O=C(c1ccc(COc2c(F)c(F)cc(F)c2F)o1)N1CCN(c2ccc(Cl)cc2)CC1	1.8	0.833	1.1	2.4	0.442
13	Cc1cc(NC(=O)c2cc(-c3cccs3)nc3ccccc23)no1	2.4	-0.0677	2.05*	0.0	-0.862
14	Cc1c(C#N)c2ccccc2n1CC(=O)NCC1CCCO1 (centres undefined)	-1.8	-1.96	1.14	2.8	3.8*
15	CCCOc1ccc(C(=O)N2CCCc3ccccc32)cc1	-0.3	0	1.12	.	-0.00321
16	CC(C)CC(C(=O)Nn1cnnc1)N1C(=O)c2ccccc2C1=O (centres undefined)	-4.2	0.41	1.03	7.0	.
17	Cc1ccc(NC(=O)CN2C(=O)NC(Cc3ccccc3)C2=O)cc1 (centres undefined)	-1.8	0.00327	1.08	11.7	.
18	Cc1cccc(NC(=O)c2cccnc2)c1	3.0	-0.308	1.05	11.6	0.866
19	COc1ccc(NC(=O)c2cc3ccccc3o2)cc1	-0.2	.	1.01	11.1	-1.14
20	CC1CC(C)CN(CCCNC(=O)CNC(=O)Cn2ccc3ccccc3c2=O)C1 (centres undefined)	-1.5	0.0434	1.08	8.6	0.019

entry	HER2 expr 66K	Hsp90 inh	NADH enzymes	M1 antag
11	106.8	-0.2	6.0%	0.235
12	44.1	-3.9	4.0%	-0.000453
13	41.3	-2.8	5.0%[fluoresces]	-1.01
14	117.8	-6.0	2.0%	-0.143
15	86.9	-6.9	0.0%	-0.724
16	113.3	-0.2	4.0%	0.341
17	170.6	.	3.0%	-0.912
18	111.1	-5.2	5.0%	-0.646
19	87.2	-0.4	7.0%	.
20	.	.	6.0%	-0.0417

# Next part:
entry	smiles	HTR1A agonist	M1 ag	Autofluor 339	E coli RNAP	D1 mod
21	Cc1cccc2cc(C(c3nnnn3C3CCCC3)N3CCOCC3)c(=O)[nH]c12 (centres undefined)	1.1	-0.177	1.34	8.3	.
22	CC(C)OC(=O)CSc1nnc2n1C(C)(C)Cc1ccccc1-2	0.2	-0.876	1.08	.	-0.358
23	O=C(NCCN1CCN(c2cccc(Cl)c2)CC1)C1CCCN(S(=O)(=O)c2cnc[nH]2)C1 (centres undefined)	0.4	-0.0231	1.09	8.3	-1.56
24	Cc1ccn2cc(CCNC(=O)c3ccc(Br)o3)nc2c1	-1.0	0.165	1.1	4.0	0.349
25	COc1ccc(CNS(=O)(=O)c2ccc3oc(C(=O)O)c(C)c3c2)cc1	-4.8	-0.361	1.09	0.8	0.428
26	CC1(C)Cc2c(c(N3CCOCC3)nc3snc(Br)c23)CO1	1.7	0.109	1.06	-0.4	.
27	CCCCNC(=O)CN1CCC2(O)CCCCC2C1c1ccccc1OC (centres undefined)	-0.3	0.731	1.08	10.4	-1.56
28	N/C(=N\c1nc2ccccc2o1)NC(=O)C(Cc1ccccc1)N1C(=O)c2ccccc2C1=O (centres undefined)	-2.0	2.31	1.09	4.5	-0.0263
29	CCOCCCN(C(=O)CNC(=O)c1ccco1)C(C(=O)NC1CCCC1)c1ccccc1C (centres undefined)	-1.1	-1.05	0.89	7.0	0.00875
30	COc1ccc(Nc2oc(COc3ccccc3F)nc2C#N)cc1	-2.8	0.0149	1.02	6.9	3.18

entry	HER2 expr 66K	Hsp90 inh	NADH enzymes	M1 antag
21	77.3	-0.8	8.0%	-0.0389
22	85.9	-2.2	7.0%	-0.202
23	88.2	-0.2	5.0%	-0.0965
24	84.7	-3.2	6.0%	-0.871
25	114.9	-2.2	2.0%	-1.57
26	103.1	-1.6	6.0%	0.0122
27	115.5	-3.3	6.0%	1.54
28	83.5	1.1	0.0%	-0.149
29	93.3	-1.7	5.0%	0.0244
30	79.4	-3.9	2.0%	0.559

# Going on with the list:
entry	smiles	HTR1A agonist	M1 ag	Autofluor 339	E coli RNAP	D1 mod
31	Fc1ccc(CSc2ncnc3nc[nH]c23)cc1	-2.2	1.39	1.05	4.2	.
32	Cc1sc2nc(CN(CCc3ccccc3)C(=O)c3ccco3)[nH]c(=O)c2c1C	-2.4	0.00246	1.17	1.8	-1.5
33	CCc1nnc(NC(=O)CSc2nc3c(c(=O)n2C)SC(C)C3)s1 (centres undefined)	2.0	-0.985	1.04	2.8	1.18
34	CCC(=O)Nc1nc2ccccc2n1Cc1ccccc1C	2.9	-0.00184	1.09	-14.9	.
35	O=S(=O)(NC(=NC1CCCC1)C(F)(F)F)c1ccccc1	-1.6	0.00158	1.03	8.2	0.0583
36	Cc1cc(C)c2c(N)c(S(=O)(=O)Cc3ccccc3)sc2n1	0.8	3.37	1.83	2.1	-0.789
37	CCOC(=O)c1[nH]c(C)c(C(=O)N(C)Cc2ccccc2)c1C	-1.9	0.561	1.06	1.9	1.31
38	CC1CN(S(=O)(=O)c2cccc(C(=O)OCc3cc(=O)oc4cc(O)ccc34)c2)CC(C)O1 (centres undefined)	2.5	0.625	3.43*	-12.1	-4.31*
39	C=CCn1c(=O)c2ccccc2n2c(SCc3cc(=O)n4ccsc4n3)nnc12	2.2	-0.441	0.87	2.8	-0.0128
40	Cc1nc2cc(S(=O)(=O)N(C)C)ccc2n1-c1ccccc1	1.6	0.258	1.09	4.2	-0.381

entry	HER2 expr 66K	Hsp90 inh	NADH enzymes	M1 antag
31	109.2	3.9	4.0%	0.927
32	83.5	-1.8	5.0%	-0.501
33	100.1	-2.7	3.0%	-0.0659
34	78.4	-7.0	1.0%	-0.327
35	136.3	-1.1	7.0%	0.686
36	116.2	-1.3	9.0%	-0.0535
37	144.1	1.0	2.0%	0.0106
38	66.3	-2.0	3.0%[fluoresces]	-0.567
39	-14.8*	-0.1	9.0%	1.2
40	108.9	1.2	2.0%	0.121

# New compounds follow
entry	smiles	HTR1A agonist	M1 ag	Autofluor 339	E coli RNAP	D1 mod
41	COc1cccc(-n2cnc3cccc(N)c32)c1	-2.3	0.265	1.14	7.9	-1.27
42	Cc1ccccc1-c1nnc(SCc2ccccc2F)o1	3.8	0.0982	1.1	0.2	1.24
43	O=S(=O)(NCC(c1cccnc1)N1CCN(c2ccc(F)cc2)CC1)c1cc(F)ccc1F (centres undefined)	-2.3	-0.844	1.14	.	-1.06
44	CCOC(=O)c1ccc(NC(=O)NC(C)C2CCCO2)cc1 (centres undefined)	-8.2	-0.64	1.06	7.3	-1.04
45	CCCCc1c(C)nn(-c2nnc3c4ccccc4n(C)c3n2)c1C	3.1	0.565	1.15	.	.
46	N#Cc1c(NC(=O)CN2CCN(C(=O)c3ccco3)CC2)sc2c1CCCCC2	0.5	1.09	1.07	-1.2	0.155
47	Cn1c(CN2CCOCC2)nnc1SCC(=O)NCCc1ccccc1	-2.4	-0.0497	1.05	4.9	-0.789
48	Cc1cc(OCC(=O)NCCO)cc(C)c1Cl	-2.1	0.227	1.05	2.0	-0.484
49	N#Cc1nc(-c2ccco2)oc1NCc1ccc(F)cc1	-2.3	-0.00443	3.3*	-1.0	6.57*
50	N=c1n(CCN2CCCC2)c2ccccc2n1CC(O)c1ccco1 (centres undefined)	0.8	0.347	1.14	8.7	-1.07

entry	HER2 expr 66K	Hsp90 inh	NADH enzymes	M1 antag
41	102.5	7.2	0.0%	-0.0437
42	83.3	-0.7	0.0%	-0.192
43	92.6	-5.4	3.0%	0.923
44	120.7	-4.0	1.0%	-0.204
45	136.0	-19.2	1.0%	-0.153
46	96.8	-7.8	0.0%	0.0884
47	78.2	-1.3	2.0%	0.00777
48	123.3	-0.9	4.0%	0.903
49	94.0	-2.2	15.0%	-0.341
50	91.2	4.0	2.0%	-0.71

# Following part:
entry	smiles	HTR1A agonist	M1 ag	Autofluor 339	E coli RNAP	D1 mod
51	FC(F)(F)c1ccc(N2CCOCC2)c(NC2=NCCCCC2)c1	-3.5	0.314	1.05	6.7	1.19
52	CCN(CC)CCCN1C(=O)C(O)=C(C(=O)c2ccco2)C1c1ccc(C)o1 (centres undefined)	0.2	1.33	1.03	5.1	-0.0352
53	COc1ccc(CCNC(=O)CSc2nnc(CNC(=O)c3ccco3)o2)cc1OC	1.1	-0.332	1	11.5	0.0477
54	O=C(Nn1cnnc1)c1ccccc1-c1ccccc1	-2.2	-0.872	1.02	7.2	0.0132
55	COc1ccc(-n2nc(C(=O)NCc3ccco3)c3c4ccccc4n(C)c3c2=O)cc1	-0.9	-0.134	4.75*	3.7	1.17
56	Cc1ccc(C)c(CSc2nnc(-c3cccnc3)n2N)c1	-1.1	0.457	1.2	4.9	-0.239

entry	HER2 expr 66K	Hsp90 inh	NADH enzymes	M1 antag
51	85.4	-3.6	8.0%	0.186
52	71.8	-5.7	2.0%	0.449
53	123.7	-1.1	7.0%	0.0117
54	115.0	-10.1	9.0%	0.475
55	56.4	4.7	4.0%[fluoresces]	-0.125
56	162.9	0.5	3.0%	0.0662
